CSM14.1 death rescue: rescue of cells from ER stress-induced death, primary screen, 384-well, CSM14.1, thapsigargin, ATP luminescence (AID 1222); CSM14.1 thapsigargin-induced death rescue, ATP luminescence; higher % means a stronger effect; one-dose cellular ATP content (survival), % at 20 µM; EC50 in µM for titrated hits; 190,000 tested, under 10 active;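 active = EC50 below 50 µM in the dose-response confirmation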;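 note: death triggered by thapsigargin at about 15 µM added after 2 h compound pretreatment; cell ATP read after overnight thapsigargin exposure of roughly 18 to 22 hours; normalized against plate controls of thapsigargin alone and 5% DMSO vehicle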
Dynein cargo inh: inhibitors of GR-EGFP nuclear translocation, primary screen, dynein cargo transport inhibitor project, imaging, high-content, 3617.4 mouse cells. test concentration mostly 20 µM; stimulated with dexamethasone, 1 µM; hits give low values. z-score, hits read low. actives 0.47% (n = 220,000). AID 1381, 2008;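 active = plate z-score of nuclear minus cytoplasmic receptor signal below a set negative limit, without overly bright fluorescence or cell loss, cut at about -3.5 in these data, passing the limit was not always enough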;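 note: z-score of nuclear minus cytoplasmic ring GR-EGFP intensity difference per well; some compounds called inactive have numbers as strong as hits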
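Buffer or medium: tetracycline-free induction medium containing charcoal-stripped FBS / Reagent: dexamethasone agonist, 1.0 µM final, for 30 min / Technique: automated 10x imaging of fixed Hoechst-stained cells / Times: induction 48 h, compound 1 h, agonist 30 min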
MT stabilizer: microtubule stabilizers in HeLa cells, primary screen, imaging, high-content imaging; HeLa tubulin immunostaining HCS, 24 h; share of cells brighter than vehicle mean+2SD; % tubulin-high responders, % at 10 µM; actives 0.83% (n = 200,000); AID 2205, 2009;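 active = plate Z-score above 3 for both tubulin-high and condensed-nucleus cell shares, with cell loss under 80%, at 10 µM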;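 note: anti alpha tubulin signal scored within the nucleus-defined area of each cell; some results filed as inactive read as strong as hits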
Ins promoter up: insulin promoter activators in MIN6 cells, imaging, high-content screening, mouse beta cells; actives 0.3% (n = 190,000); MIN6 insulin promoter-GFP reporter; hits give high values; z-score at 5 µM;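 active = z-score above 3 at 5 µM with at least 500 cells counted in the well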
Autophagy HCS: autophagy modulators in MEF cells, primary screen, imaging, high-content, MEF GFP-LC3; MEF GFP-LC3 puncta imaging; test concentration mostly 10 µM; calls only at 10 µM (by protocol); actives 0.98% (n = 190,000);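 active = percentage of spot-positive cells more than 3 SD above its plate mean, without a fluorescence outlier flag or 80% toxicity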;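 note: spot-positive cell cutoff set from DMSO-treated cells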
WT yeast gro inh: growth inhibition of WT strain, primary screen, mitochondrial fusion inhibitor project, WT and mutant strains, chemical genetic; inhibition, % at 10 µM; AID 1362, 2008; mitochondrial fusion phenotypic screen; actives 2.1% (n = 190,000); in the data active = inhibition above about 58%; tested in S. cerevisiae
XIAP displacement: XIAP antagonists, biochemical, IAP family, fluorescence polarization (AID 1018); E3 ubiquitin-protein ligase XIAP (Homo sapiens); XIAP BIR domain, fluorescence polarization peptide displacement; higher % means a stronger effect; displacement, % at 20 µM; hits with a dose series show IC50 in µM; actives 0.007% (n = 200,000); in the data active = displacement above about 50%; note: a part of the inactive calls stands beside numbers as strong as those of hits
b-catenin transl: modulators of beta-catenin nuclear translocation, primary screen, imaging, HeLa cells, immunofluorescence, high-content. AID 1665, 2009. actives 0.3% (n = 190,000). nuclear translocation activity, % at 5 µM;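 active = nuclear translocation activity above 50% at 5 µM, with a well cell count of 50 or more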;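 note: per-cell ratio of nuclear to cytoplasmic median beta-catenin stain intensity; plate controls were DMSO negative control for no effect and GSK-3 inhibitor IX positive control for full effect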
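Signal – beta-catenin immunofluorescence imaging with DAPI · Test system – human HeLa cell line · Dosing – 5 µM primary single dose, 0.1% DMSO, 0.02–20 µM confirmation series · Measure – % activation, nuclear-to-cytoplasmic median beta-catenin signal ratio per cell · Incubation – 24 h compound exposure at 37°C, 5% CO2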
Hep lipid drop: inhibitors of hepatocyte lipid droplet formation, primary screen, imaging, high-throughput imaging, BODIPY stain; inhibition, % at 6.5 µM; actives 0.4% (n = 240,000); AML12 mouse hepatocytes, oleate lipid droplets;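 active = lipid droplet intensity inhibited by at least 50%, with more than 500 cells counted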
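Material – mouse AML12 hepatocyte cell line, fixed after treatment · Compound dosing – one dose, 6.5 µM compound · Times – compound with oleate, overnight · Measured by – Image-based BODIPY and DAPI two-channel analysis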
WT yeast gro inh mutant strain: second read-out of WT yeast gro inh, no call of its own (marks repeat the call); inhibition, %; mitochondrial fusion phenotypic screen, mutant strain inhibition
Dynein cargo inh cytoplasmic EGFP: further read-out of Dynein cargo inh, marked with its call; z-score; measured here: cytoplasmic GR-EGFP intensity; hits give high values
Dynein cargo inh nuclear GR-EGFP: also measured in Dynein cargo inh; calls as there; z-score; measured here: nuclear GR-EGFP intensity;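 lower value marks the stronger effect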
Dynein cargo inh cell count: further read-out of Dynein cargo inh, marked with its call; z-score; measured here: cell count per field
Ins promoter up cell count: further read-out of Ins promoter up, marked with its call; cell count; measured here: cytotoxicity, nuclei count;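 total cells summed across four imaged fields per well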
Hep lipid drop cells 6.5 µM: recorded beside Hep lipid drop, whose call it bears; cell count; measured here: cell count, cytotoxicity flag;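 cells counted across two imaged fields per well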
b-catenin transl cell count 5 µM: further read-out of b-catenin transl, marked with its call; cell count; measured here: cell count, cytotoxicity flag
MT stabilizer Hoechst-high %: further read-out of MT stabilizer, marked with its call; % Hoechst-high responders; measured here: nuclear condensation Hoechst responders;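 share of cells brighter than vehicle mean plus two SD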
MT stabilizer cytotoxicity %: also measured in MT stabilizer; calls as there; toxicity, %; measured here: cytotoxicity by cell density;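 0% = mean cell density of plate MIN control wells and 100% = no cells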
Autophagy HCS cell loss 18 h: further read-out of Autophagy HCS, marked with its call; toxicity, %; measured here: cell loss, nuclei count;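 cell loss after 18 h compound exposure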
* hit, by the source's call; i = inactive; · = no result given.

SMILES	MT stabilizer Hoechst-high %	Hep lipid drop	b-catenin transl cell count 5 µM	WT yeast gro inh mutant strain	Dynein cargo inh	CSM14.1 death rescue	Dynein cargo inh nuclear GR-EGFP	Dynein cargo inh cell count	MT stabilizer	WT yeast gro inh	Hep lipid drop cells 6.5 µM	MT stabilizer cytotoxicity %	XIAP displacement	Ins promoter up cell count	Dynein cargo inh cytoplasmic EGFP	b-catenin transl	Ins promoter up	Autophagy HCS cell loss 18 h	Autophagy HCS
CCCCCCN(C(=O)CCCCCN1C(=O)NC(c2ccc(-c3ccccc3)cc2)C(C(=O)OCc2ccccc2)=C1C)C(C(=O)NCCCC)c1ccc(OCC(=O)OC)cc1 (stereo not drawn)	2.4	7.6	·	-25.7	0.176	8.7%	0.469	0.587	3.8	-3.7	750	6.6	-5.0%	1085	0.397	·	0.59	-57.8	i
Cc1cc(C)c(C)c(S(=O)(=O)N2CCN(C(=O)CCC(=O)N3CCOCC3)CC2)c1C	·	-0.2	1417	·	2.16	·	1.02	-2.1	·	·	710	·	·	673	-0.609	-0.5	0.17	·	·
Cc1ccccc1C(=O)/C=C1\NC(=O)CS1	3.7	·	1218	-7.4	1.06	-0.8%	0.75	-0.745	3.9	-0.7	·	9.9	-2.6%	·	-0.155	0.1	·	9.6	i
Cc1nnc(Sc2c(N)n(C)c(=O)[nH]c2=O)s1	1.3	·	976	15.5	-0.28	0.1%	0.41	0.477	1.9	-8.3	·	4.8	-3.5%	1480	0.412	-3.5	0.24	-14.6	i
CC1=C(C(=O)NCc2ccccc2)C(c2cc(Br)cc(Br)c2OC(C)C)NC(=O)N1 (stereo not drawn)	2.3	-17.2	1178	-0.2	0.588	0.4%	0.601	-1.1	1.7	-1.5	705	6.0	-6.7%	884	-0.141	-6.3	-0.51	2.6	i
Cc1ccccc1Cn1c(C(=O)OC(C)C)cc2c1ccn2C	1.6	·	1372	6.5	-0.911	-1.0%	-1.06	-0.243	2.6	1.2	·	4.8	-4.4%	1660	-0.0877	-0.1	-0.7	-2.1	i
O=C(CN=C1NC(=O)C(c2ccccc2)(c2ccccc2)N1)NCc1ccc(F)cc1	1.6	5.3	944	14.4	0.986	-2.0%	0.567	-0.496	3.1	10.7	662	2.0	-3.8%	1333	-0.235	1.9	0.72	13.3	i
Cc1cc(Cl)c(S(=O)(=O)NC(C)C)cc1OCC(N)=O	2.2	10.0	966	0.3	-0.314	-0.7%	-0.622	0.27	2.7	-1.6	622	5.3	-1.4%	1454	-0.315	1.0	0.07	-0.2	i
CCc1ccccc1N(CC(=O)O)S(C)(=O)=O	1.9	-9.8	·	-9.5	0.0481	-2.4%	0.438	0.591	3.6	-23.6	725	8.2	-3.5%	1243	0.26	·	0.22	-6.4	i
COc1ccc(OC)c(C2=NOC(C(=O)N3CCCc4ccccc43)C2)c1 (stereo not drawn)	1.0	1.3	1206	-21.6	-0.0298	0.7%	0.189	0.666	1.5	-5.7	770	5.6	-7.3%	750	1.18	-2.3	0.23	-1.6	i
COc1ccc2c(c1)C(c1ccc(N3CCOCC3)cc1)=NNC(c1cccnc1)=N2	1.1	-4.6	1011	-6.3	0.328	-3.4%	0.47	-0.541	4.1	28.9	541	1.5	-4.5%	1270	-0.217	-0.1	-0.15	-11.1	i
COc1ccc(-c2nn(C)c(=O)c3ccccc23)cc1CNC(=O)C1CCCCC1	·	-1.6	1346	·	2	·	1.27	-1.46	·	·	716	·	·	1104	-0.193	0.1	0.03	·	·
COc1cc(/C(C)=N/NC(=S)NC(C)C)cc(OC)c1OC	3.6	-11.3	1169	0.7	-0.498	-1.6%	-0.4	0.251	1.8	-3.8	690	7.3	-1.4%	1395	-0.242	-0.8	0.36	-0.5	i
COc1ccc(OC)c(NC(=O)CC2SC(=N)N(c3ccccc3)C2=O)c1 (stereo not drawn)	1.8	-0.1	1100	2.3	-0.309	1.0%	-0.49	0.733	4.3	-8.3	680	13.0	-3.3%	1335	-0.225	0.1	0	-8.3	i
COc1ccc(C(=O)C2CCCCC2=O)cc1 (stereo not drawn)	2.1	0.4	1204	-8.7	-0.0267	-1.5%	-0.082	0.476	2.7	26.3	731	3.6	-8.6%	1286	-0.231	-6.2	-0.35	-6.4	i
Cc1nn(Cc2ccc(Cl)cc2)c(C)c1NC(=O)C(c1ccccc1)c1ccccc1	2.4	11.1	1124	-10.6	0.872	2.1%	1.36	-3.12	2.2	31.4	526	6.0	-9.7%	1239	-0.116	0.4	0.09	-11.9	i
CCOC(=O)C(C(=O)OCC)C(=O)c1cc(OC)c(OC)c(OC)c1	1.1	4.0	1238	-14.0	2.35	0.7%	0.51	-1.16	2.9	-8.4	766	1.4	-5.9%	1297	-0.172	-9.4	1.16	2.5	i
O=c1[nH]cnc2c1ncn2[C@@H]1O[C@H](CO)[C@@H](O)[C@H]1O	2.6	3.2	·	-5.3	0.438	-1.8%	0.651	0.00166	3.8	1.4	751	8.8	-12.4%	·	-0.227	·	·	8.2	i
CC(=O)Nc1ccc2oc(-c3cc(F)c(F)cc3Cl)nc2c1	3.2	1.2	1226	-7.1	0.592	-5.8%	0.344	1.43	2.6	-4.2	796	7.1	-1.1%	1321	-0.0976	1.2	-0.71	-10.9	i
C/C(CC(=O)NC1CCCCC1)=N\NC(=O)Cc1ccc(-c2ccccc2)cc1	2.8	-29.3	1036	-17.7	1.56	1.5%	1.25	-1.74	3.2	1.9	714	8.1	0.5%	1158	-0.173	-1.5	-0.08	-5.4	i

Copied from the list:
Under MT stabilizer Hoechst-high %, Cc1nn(Cc2ccc(Cl)cc2)c(C)c1NC(=O)C(c1ccccc1)c1ccccc1 is entered as 2.4
Under Dynein cargo inh cytoplasmic EGFP, COc1cc(/C(C)=N/NC(=S)NC(C)C)cc(OC)c1OC is entered as -0.242

Following part
SMILES	MT stabilizer Hoechst-high %	Hep lipid drop	b-catenin transl cell count 5 µM	WT yeast gro inh mutant strain	Dynein cargo inh	CSM14.1 death rescue	Dynein cargo inh nuclear GR-EGFP	Dynein cargo inh cell count	MT stabilizer	WT yeast gro inh	Hep lipid drop cells 6.5 µM	MT stabilizer cytotoxicity %	XIAP displacement	Ins promoter up cell count	Dynein cargo inh cytoplasmic EGFP	b-catenin transl	Ins promoter up	Autophagy HCS cell loss 18 h	Autophagy HCS
c1ccc(-c2nc(N3CCOCC3)cc(N3CCOCC3)n2)cc1	1.6	67.2*	1545	5.1	-0.853	0.1%	-0.34	0.729	1.9	-0.5	620*	7.0	-2.8%	1409	-0.273	0.2	-0.42	-12.1	i
Cc1[nH]c2ccccc2c1/C=C(\C#N)C(=O)NCc1ccccc1	4.4	-25.4	968	-17.7	0.646	-0.7%	0.0265	-1.53	4.5	-17.3	371	3.6	0.8%	·	-0.102	-0.4	·	9.7	i
O=C(NCc1ccccn1)c1ccc(CNS(=O)(=O)c2cccc(Cl)c2)cc1	1.8	19.9	867	3.8	0.247	2.5%	0.172	1.27	3.8	-7.9	558	6.3	-6.6%	1322	-0.234	-1.5	-0.54	-1.8	i
Cc1ccc2c(c1)C1CCCC3C1N2CC(=O)N3Cc1ccccc1 (stereo not drawn)	1.1	-37.1	835	20.6	-0.893	2.9%	-0.175	0.583	2.9	26.0	784	7.5	-6.7%	875	-0.107	4.1	-1.31	-2.8	i
CCCCc1c(O)nc(SCC(=O)N2CCOCC2)n(-c2ccccc2C)c1=O	2.1	·	989	-10.3	-0.973	0.7%	-0.438	0.166	4.0	7.8	·	15.8	-6.4%	1231	-0.358	-4.4	0.31	6.4	i
CCc1ccc(-n2c(C)cc(/C=N/NC(=O)c3ccncc3)c2C)cc1	1.3	-17.9	1487	5.5	-0.74	4.1%	0.143	0.22	2.0	-3.6	594	8.7	-7.1%	1402	1.07	0.4	0.78	27.8	i
Fc1ccc(-c2nnn3c2nc(NCc2ccccc2)c2ccccc23)cc1	·	2.8	1272	·	-0.54	·	0.141	0.524	·	·	706	·	·	1090	-0.108	0.6	-1.05	·	·
CN(CC(=O)NC1CC(C)(C)NC(C)(C)C1)S(=O)(=O)c1cc(Cl)ccc1Cl	1.3	6.2	869	3.5	0.914	-0.5%	0.406	-0.402	1.8	-1.3	666	2.2	-7.1%	1572	-0.292	2.4	1.05	8.0	i

From PubChem
